Screens deposited in PubChem BioAssay by Sanford-Burnham Center for Chemical Genomics.
ATG4B inhibitor = inhibitors of human ATG4B cysteine protease | Q9Y4P1 | ATG4B cleavage of LC3-PLA2, NBD-HPC fluorescence, 1 h | hit rate 0.51% among 340,000 | inhibition, % at 8.33 µM | AID 504462; in the data active = inhibition above about 40%
Target sequence (Q9Y4P1 whole entry, looked up): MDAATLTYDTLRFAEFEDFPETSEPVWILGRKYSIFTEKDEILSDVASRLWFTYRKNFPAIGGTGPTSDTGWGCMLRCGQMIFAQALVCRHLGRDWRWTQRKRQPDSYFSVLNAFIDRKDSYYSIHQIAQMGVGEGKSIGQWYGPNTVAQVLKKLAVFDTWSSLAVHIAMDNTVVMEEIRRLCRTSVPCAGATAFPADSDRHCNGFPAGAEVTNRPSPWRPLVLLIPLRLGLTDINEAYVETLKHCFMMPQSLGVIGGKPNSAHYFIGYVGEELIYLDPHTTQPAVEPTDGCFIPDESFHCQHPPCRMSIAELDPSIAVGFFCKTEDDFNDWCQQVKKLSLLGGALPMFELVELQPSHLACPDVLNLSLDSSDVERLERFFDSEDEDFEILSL
mIAP act = mouse IAP activation. activation factor at 10 µM. hit rate 0.24% among 330,000. muIAP, CDP-Star luminescence, 30 min; hits give high values; 1 = vehicle-only enzyme signal, 0 = enzyme-free wells;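 active = activation factor of at least 2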; note: the source names both 10 and 20 µM as test concentration; values of inactives mirror those of a sister screen read the other way
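also added = chemiluminescent substrate CDP-Star | test system = mouse IAP enzyme | signal = chemiluminescence readout | compound = DMSO-dissolved test compounds | incubation = 30 min at room temperature | benchmarks = DMSO wells, no-enzyme wells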
hIAP block = human IAP inhibition; P09923; inhibition, % at 10 µM; purified IAP, CDP-Star luminescence, 30 min; AID 2544; hit rate 0.12% among 330,000;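 active = inhibition reaching a set limit with compound at 10 µM in the primary screen, cut at about 35% in these data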;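 note: plate controls were DMSO wells with enzyme for no effect and no-enzyme buffer wells for full effect; values of inactives mirror those of a sister screen read the other way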
beta cell repl = MIN6 beta-cell proliferation induction. MIN6 cells proliferation, ATPlite luminescence, 48 h; cells starved in 0.2% serum; 100% = growth in 10% serum. proliferation, % at 10 µM. hit rate 0.29% among 330,000;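 active = compounds whose signal lies at least 3.5 SD above the mean of all wells on their plate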;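 note: 0% = DMSO-treated cells in low-serum medium and 100% = 10% serum control; some compounds called inactive have numbers as strong as hits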
MPTP inh = permeability transition pore inhibition; isolated mouse mitochondria, Ca2+ swelling absorbance, 30 min; hit rate 1.4% among 360,000; inhibition, % at 10 µM;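 active = inhibition of 50% or more, scaled per plate between neutral and stimulator controls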;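 note: 0% = DMSO wells given calcium and 100% = 1 mM EGTA wells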
A3G deaminase = inhibitors of human APOBEC3G DNA deaminase; recombinant A3G, ssDNA deamination FAM/TAMRA fluorescence; hit rate 0.28% among 330,000; Q9HC16; inhibition, % at 20 µM;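 active = inhibition of at least 40% at 20 µM, with no more than 30% in the related APOBEC3A deaminase screen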;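 note: plate controls were DMSO wells with A3G for no effect and wells lacking A3G enzyme for full effect; some compounds called inactive have numbers as strong as hits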
Target sequence (Q9HC16 whole entry, looked up): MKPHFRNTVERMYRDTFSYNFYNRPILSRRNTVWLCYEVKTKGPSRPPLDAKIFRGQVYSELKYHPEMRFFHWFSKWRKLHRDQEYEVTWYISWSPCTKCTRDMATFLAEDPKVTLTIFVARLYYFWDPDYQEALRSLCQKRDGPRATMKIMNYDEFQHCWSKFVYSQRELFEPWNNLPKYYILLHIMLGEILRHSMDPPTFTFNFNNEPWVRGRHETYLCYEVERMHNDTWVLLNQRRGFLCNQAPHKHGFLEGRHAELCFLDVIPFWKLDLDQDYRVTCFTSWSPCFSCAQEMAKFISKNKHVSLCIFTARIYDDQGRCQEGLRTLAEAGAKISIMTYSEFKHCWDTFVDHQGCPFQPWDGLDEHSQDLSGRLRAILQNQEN
hIAP activ = increases human intestinal alkaline phosphatase activity | activation factor at 10 µM | purified human IAP, CDP-Star luminescence, 30 min; hits give high values; 1 = vehicle-only enzyme, 0 = enzyme-free background | AID 2524 | hit rate 0.16% among 330,000;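 active = activation factor of the enzyme at least 2-fold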; note: the source names both 10 and 20 µM as test concentration; values of inactives mirror those of a sister screen read the other way
mIAP block = blocks mouse intestinal alkaline phosphatase | purified mouse IAP, CDP-Star luminescence, 30 min | inhibition, % at 10 µM | hit rate 0.2% among 330,000;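 active = inhibition of at least 40% at 10 µM in the primary screen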;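 note: plate controls were DMSO with enzyme for no effect and no enzyme wells for full effect; values of inactives mirror those of a sister screen read the other way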
APOBEC3A inh = human APOBEC3A DNA deaminase inhibition. recombinant A3A, FAM/TAMRA ssDNA deamination fluorescence. hit rate 0.41% among 330,000. inhibition, % at 20 µM;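 active = at least 40% inhibition at 20 µM here, with at most 30% in a related deaminase screen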;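 note: plate controls were A3A with DMSO for no effect and wells lacking A3A enzyme for full effect; some results filed as inactive read as strong as hits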
Target sequence (P31941 whole entry, looked up): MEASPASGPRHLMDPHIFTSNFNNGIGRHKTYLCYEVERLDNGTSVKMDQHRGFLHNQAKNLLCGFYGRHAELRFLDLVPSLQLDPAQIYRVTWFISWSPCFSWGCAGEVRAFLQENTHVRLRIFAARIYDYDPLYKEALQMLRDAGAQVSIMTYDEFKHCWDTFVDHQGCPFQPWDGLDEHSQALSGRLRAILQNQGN
* = called active by the depositor; · = not tested or not shown.

SMILES	ATG4B inhibitor	mIAP act	hIAP block	beta cell repl	MPTP inh	A3G deaminase	hIAP activ	mIAP block	APOBEC3A inh
C[C@H](NC(=O)c1nc[nH]c1C(=O)NCc1ccccc1)c1ccccc1	-9	0.81	-15	-3	0.0	-3	1.1	19	-3
CCOC(=O)NNC(=O)C12CC3CC(CC(C3)C1)C2	1	1.1	-2	-5	-0.6	2	1	-13	-7
CCC(C)[C@H](NC(=O)N1CCN(c2cccc(C(F)(F)F)c2)CC1)C(=O)OC (some centres not stated)	-8	1	20	-3	-1.1	0	0.8	-4	3
CC1CN(C(=S)SCCN2C(=O)CCC2=O)CC(C)O1 (configuration not stated)	-5	1	-5	-2	-1.3	-1	1	0	0
COc1cc(OC)cc(C(=O)NCCOc2ccccc2)c1	-2	0.91	17	-2	-1.4	0	0.83	9	0
COc1ccccc1NC(=S)N1CCCc2ccccc21	6	0.88	8	5	0.2	-2	0.92	12	2
CCCCn1c(N)c(N(CC)C(=O)CCc2ccccc2)c(=O)[nH]c1=O	-6	0.92	-8	0	-5.9	-9	1.1	8	-3
N/C(=N\OC(=O)CN1C(=O)c2ccccc2C1=O)c1ccc(Br)cc1	-6	0.97	-12	3	-2.5	-6	1.1	3	-2
O=C(Nc1ccc(NC(=O)c2cc3ccccc3o2)cc1)c1ccco1	1	0.95	-1	4	0.2	-13	1	5	-5
FC(F)(F)c1ccccc1NC(=S)Nn1cnnc1	5	0.92	-18	-5	8.4	-9	1.2	8	-12
CCn1ncc(/C=C/C(=O)Nc2c(C)nn(CC)c2C)c1C	2	0.92	-7	-5	1.5	-2	1.1	8	1
Cc1cc(Nc2ccc(O)cc2)ccc1N	·	0.73	11	-7	·	-2	0.89	27	-3
O=C(NN1C(=O)c2ccccc2NC1c1ccc([N+](=O)[O-])o1)c1ccc([N+](=O)[O-])cc1 (configuration not stated)	-1	0.79	2	-3	-1.1	-8	0.98	21	3
O=C(Nc1ccc2c(c1)CCC2)c1cccc(F)c1	37	0.79	10	0	1.5	-10	0.9	22	0
S=c1[nH]nc(-c2ccccn2)n1/N=C/c1ccccc1	-3	0.87	13	0	6.9	46*	0.87	13	-3
Cc1nc(-c2ccccc2)nc2n[nH]c(N)c12	2	0.98	-11	2	1.1	-4	1.1	2	-4
COc1cccc(Nc2nc3ccccc3n3cnnc23)c1	-22	0.88	-8	0	0.7	5	1.1	12	2
COc1ccc(S(=O)(=O)Nc2cccc3c2O[C@H](CN(C)CC2CC2)[C@@H](C)CN([C@H](C)CO)C3=O)cc1	-10	1.1	8	0	0.4	-3	0.92	-11	0
CCOc1ccccc1NS(=O)(=O)c1c[nH]c(C(=O)OC)c1	-2	0.95	3	-2	-1.3	-5	0.97	5	-2
CN(Cc1cn(-c2ccccc2)nc1-c1ccc(Cl)cc1)C(=O)CCC(=O)O	1	0.98	16	0	-0.6	-2	0.84	2	0
CCCCC(=O)OCC(=O)c1[nH]c(C)c(C(C)=O)c1C	-2	0.95	7	-1	0.3	-9	0.93	5	-1
O=C(NCc1ccncc1)c1cc(C(=O)C2CCCCC2)c[nH]1	-2	1.1	-4	2	5.9	-3	1	-9	-1
COc1cc2c(cc1OC)C1=C(C#N)CC/C(=N\S(=O)(=O)c3ccccc3)N1CC2	-6	1.1	2	8	0.1	-8	0.98	-8	-1
O=C(/C=C/c1ccc2c(c1)OCO2)N1CCN(c2n[nH]c(=O)[nH]c2=O)CC1	2	1.1	-1	0	1.5	-1	1	-6	3
CN1CCCN(C(=O)c2cccc3ccccc23)CC1	4	1.1	16	1	-0.4	-10	0.84	-7	-3
CCSc1ccc([C@@H]2[C@H]3C(=O)N(CC)C(=O)[C@H]3[C@]3(C(=O)OC)CCCCN23)cc1OC	-4	0.86	-12	-5	0.0	3	1.1	14	0
C/C(=N\NC(=S)NC1CCCCC1)c1ccccc1	34	0.94	-10	-6	4.5	2	1.1	6	-1
O=C1CN(C(=O)c2ccccc2)C(c2ccccc2)c2cc(Cl)ccc2N1 (configuration not stated)	-9	0.98	-20	-6	0.2	-10	1.2	2	-4
Cc1cccc(OCCOC(=O)C2CCN(S(=O)(=O)c3cccs3)CC2)c1	0	0.92	17	-1	0.3	-2	0.83	8	-1
Cc1cccc(N2CCN(C(=O)CC(NC(=O)c3ccccc3)c3ccccc3)CC2C)c1 (configuration not stated)	-16	1.6	-7	0	1.2	-6	1.1	-62	-6
CC1CCCC(C)N1C(=O)COc1ccc(F)cc1 (configuration not stated)	-1	1	11	1	0.6	0	0.89	-4	1
COc1ccc(CNC[C@@H](CCCCN(C)Cc2ccc(OC)cc2)N2C[C@H](c3ccccc3)N(CCc3ccc(Cl)c(Cl)c3)C(=O)C2=O)cc1	-3	1.1	2	-8	9.4	-3	0.98	-8	1
COc1ccc([N+](=O)[O-])c(OC)c1C(=O)NC(=O)Nc1c(F)c(F)c(F)c(F)c1F	6	0.99	-1	1	-0.1	-6	1	1	-1
COCCN(C(=O)CSc1n[nH]c(-c2ccc(OC)cc2)n1)c1c(N)n(Cc2ccccc2)c(=O)[nH]c1=O	-5	0.95	-3	2	-0.6	-6	1	5	0
CCOc1cc(OCC)cc(C(=O)Nc2cccc(C(C)=O)c2)c1	-15	1	-7	-3	2.3	2	1.1	-4	-1
CN(C)CCCC1Sc2ccccc2Sc2ccccc21 (configuration not stated)	-8	0.94	-4	-3	-3.3	-7	1	6	-1
O=C(OCC(F)(F)C(F)F)c1ccccc1C(=O)Oc1ccc(F)cc1F	9	0.93	10	2	1.5	-7	0.9	7	1
Cc1ccccc1NC(=O)c1snc2c(=O)[nH]cnc12	·	0.99	14	-1	·	-5	0.86	1	0
O=C1CCCCN1CCc1c[nH]c2ccccc12	-3	0.96	-6	1	3.3	-4	1.1	4	-2
CSCCC(NC(=O)c1ccccc1Br)C(=O)NCC1CCCCC1 (configuration not stated)	5	1.1	1	-3	-1.1	-6	0.99	-7	-4
CCOc1ccccc1NC(=O)COC(=O)c1c(CC)noc1C	2	0.96	-3	6	-0.2	0	1	4	-2
CC(=O)Nc1ccccc1NC(=O)C/C(C)=N/NC(=O)C(=O)N1CCCCC1	-2	0.84	-2	0	-2.4	-7	1	16	-5
COc1ccc(-c2csc(NS(=O)(=O)c3ccc([N+](=O)[O-])cc3)n2)cc1	15	0.92	4	0	84*	-5	0.96	8	2
Cc1ccc(Nc2nc(N)nc(CN3CCN(C)CC3)n2)cc1	-7	0.99	-19	-3	-1.0	-1	1.2	1	1
Cc1nn(CC(=O)Nc2ccc3c(c2)OCO3)c(C)c1[N+](=O)[O-]	1	1.1	-9	-3	-0.4	-5	1.1	-10	-5
O=C(O)CCc1nnc2n(Cc3ccc(F)cc3)c(=O)c3ccccc3n12	-3	0.9	8	-2	-1.6	4	0.92	10	0
Cc1nc(N2CCN(c3ccccn3)CC2)c2c(C)c(C(=O)Nc3ccc(F)cc3F)sc2n1	1	0.96	-2	-6	6.3	-3	1	4	-4
COc1cccc(CN(C)C(=O)CCN=C2NS(=O)(=O)c3ccccc32)c1	-3	0.98	-4	-2	0.6	3	1	2	23
CCC1(C)Cc2c(sc3c2c(=O)n(C)c2nnc(SCC(=O)c4ccccc4)n32)CO1 (configuration not stated)	-7	0.95	0	-1	5.0	4	1	5	2
COc1ccc(Cl)cc1C(=O)NNC(=O)C1CCCO1 (configuration not stated)	1	0.98	-41	-1	-0.8	-6	1.4	2	-2
NS(=O)(=O)c1ccc(N2C(=O)C3C4CC(C(Br)C4Br)C3C2=O)cc1 (configuration not stated)	1	0.94	-11	1	-0.6	-5	1.1	6	-1
COc1ccc(CN2[C@@H](CC(C)=O)c3ccc(/C=C/C(C)=O)cc3S2(=O)=O)cc1	-12	1.1	-5	-8	0.1	-16	1.1	-7	-9
NC(=O)C1CCCN(S(=O)(=O)c2ccc3ccccc3c2)C1 (configuration not stated)	-2	0.99	-17	-1	4.4	-4	1.2	1	2
COc1ccc(CCNC(=O)CCCCCN2C(=O)[C@@H]3Cc4ccccc4CN3C2=O)cc1OC	-2	0.94	-17	2	-0.8	-6	1.2	6	-5
COc1cccc(NC(=O)CSc2nnc(Cn3nnc4ccccc43)n2C)c1	0	0.97	-5	-2	1.6	0	1.1	3	0
Cc1cccc2nc(CNC(=O)CC3C(=O)NCCN3Cc3cccc(F)c3)cn12 (configuration not stated)	9	1	15	2	-0.2	4	0.85	-3	-1
Cc1ccc(C(C)C)cc1OCC(=O)NNC(=O)Nc1ccccc1	-2	1	-43	-4	0.1	0	1.4	-2	2
CCOc1c(Nc2ccc(C(C)C)cc2)c(=O)c1=O	-8	0.99	16	-1	13	11	0.84	1	4
Cc1ccccc1NC(=O)Nc1nnc(CC(=O)NCc2ccccc2)s1	1	1	-2	0	0.1	4	1	-5	2
O=C(c1cccs1)N(Cc1ccco1)Cc1cc2ccccc2[nH]c1=O	-9	0.85	-12	-2	-0.7	-2	1.1	15	-2

Continued.
SMILES	ATG4B inhibitor	mIAP act	hIAP block	beta cell repl	MPTP inh	A3G deaminase	hIAP activ	mIAP block	APOBEC3A inh
COc1cc(C(=S)N2CCCC2)ccc1OCc1ccc(C)cc1	-2	0.89	-11	-3	0.5	-5	1.1	11	-3
COC(=O)Cn1c(=NC(=O)c2ccc(OC)cc2)sc2cc(OC)ccc21	-9	1	-7	2	-1.9	0	1.1	0	4
CCCCc1cc(=O)oc2cc(C)cc(OCC(=O)NCc3ccncc3)c12	-1	1	3	-2	4.0	3	0.97	-4	2
CCC12CN(C(=O)c3ccc(OC)cc3)CC(CC)(CN(C(=O)c3ccc(OC)cc3)C1)C2=O	-5	1	-2	1	0.4	-3	1	-3	0

Entries listed so far containing fluorine:
SMILES	ATG4B inhibitor	mIAP act	hIAP block	beta cell repl	MPTP inh	A3G deaminase	hIAP activ	mIAP block	APOBEC3A inh
CCC(C)[C@H](NC(=O)N1CCN(c2cccc(C(F)(F)F)c2)CC1)C(=O)OC (some centres not stated)	-8	1	20	-3	-1.1	0	0.8	-4	3
FC(F)(F)c1ccccc1NC(=S)Nn1cnnc1	5	0.92	-18	-5	8.4	-9	1.2	8	-12
O=C(Nc1ccc2c(c1)CCC2)c1cccc(F)c1	37	0.79	10	0	1.5	-10	0.9	22	0
CC1CCCC(C)N1C(=O)COc1ccc(F)cc1 (configuration not stated)	-1	1	11	1	0.6	0	0.89	-4	1
COc1ccc([N+](=O)[O-])c(OC)c1C(=O)NC(=O)Nc1c(F)c(F)c(F)c(F)c1F	6	0.99	-1	1	-0.1	-6	1	1	-1
O=C(OCC(F)(F)C(F)F)c1ccccc1C(=O)Oc1ccc(F)cc1F	9	0.93	10	2	1.5	-7	0.9	7	1
O=C(O)CCc1nnc2n(Cc3ccc(F)cc3)c(=O)c3ccccc3n12	-3	0.9	8	-2	-1.6	4	0.92	10	0
Cc1nc(N2CCN(c3ccccn3)CC2)c2c(C)c(C(=O)Nc3ccc(F)cc3F)sc2n1	1	0.96	-2	-6	6.3	-3	1	4	-4
Cc1cccc2nc(CNC(=O)CC3C(=O)NCCN3Cc3cccc(F)c3)cn12 (configuration not stated)	9	1	15	2	-0.2	4	0.85	-3	-1

Two compounds picked at random from the list so far:
SMILES	ATG4B inhibitor	mIAP act	hIAP block	beta cell repl	MPTP inh	A3G deaminase	hIAP activ	mIAP block	APOBEC3A inh
COc1cc(C(=S)N2CCCC2)ccc1OCc1ccc(C)cc1	-2	0.89	-11	-3	0.5	-5	1.1	11	-3
N/C(=N\OC(=O)CN1C(=O)c2ccccc2C1=O)c1ccc(Br)cc1	-6	0.97	-12	3	-2.5	-6	1.1	3	-2
